14-3-3 Bad inh: disrupts binding of bovine 14-3-3 zeta to phospho-Bad peptide; P63103; inhibition, % at 21.7 µM; TR-FRET 14-3-3zeta/Dy647-pBad peptide displacement, 1 h; AID 781; actives 0.71% (n = 220,000);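 active = inhibition above about 70%, limit read from the data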;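 note: 0% = full 14-3-3 plus peptide FRET controls and 100% = background without 14-3-3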
Target sequence (P63103 whole entry, looked up): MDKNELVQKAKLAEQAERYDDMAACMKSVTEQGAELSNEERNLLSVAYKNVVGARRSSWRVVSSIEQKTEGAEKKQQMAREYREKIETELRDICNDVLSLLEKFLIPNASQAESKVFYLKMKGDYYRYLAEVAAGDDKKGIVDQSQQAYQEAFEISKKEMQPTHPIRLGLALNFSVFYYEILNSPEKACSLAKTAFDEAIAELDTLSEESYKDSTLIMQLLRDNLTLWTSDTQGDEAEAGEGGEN
Runt-SMMHC FRET: blocks binding of human RUNX1 Runt domain to CBFb-SMMHC. actives 0.74% (n = 220,000). inhibition, % at 20 µM. Cerulean-Runt/Venus-CBFb-SMMHC FRET ratio 530/480, 1 h. Q01196+Q13951;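 active = mean inhibition across duplicate retests at 20 µM reaching about 50%, limit read from the data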;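 note: 0% = DMSO wells and 100% = wells with excess untagged CBFb-SMMHC; inhibitors lower the FRET ratio by blocking Runt binding to CBFb-SMMHC; some results filed as inactive read as strong as hits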
L929 necroptosis: L929 zVAD cell death inhibition. viability rescue, % at 10 µM. actives 0.38% (n = 220,000). L929 zVAD necroptosis rescue, ATP luminescence, 24 h; with zVAD 60 µM;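 active = activation, scaled between plate controls, above about 75%, limit read from the data; inactive = activation under that limit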;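 note: 0% = zVAD with DMSO and 100% = DMSO alone without zVAD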
EBV gp42 inh: blocks Epstein-Barr virus glycoprotein 42 binding; Fluorescence polarization binding assay, mP read-out; inhibition, % (tested at 21.74 µM); actives 0.42% (n = 220,000); in the data active = inhibition above about 50%
Target sequence (Q1HVG2 whole entry, looked up): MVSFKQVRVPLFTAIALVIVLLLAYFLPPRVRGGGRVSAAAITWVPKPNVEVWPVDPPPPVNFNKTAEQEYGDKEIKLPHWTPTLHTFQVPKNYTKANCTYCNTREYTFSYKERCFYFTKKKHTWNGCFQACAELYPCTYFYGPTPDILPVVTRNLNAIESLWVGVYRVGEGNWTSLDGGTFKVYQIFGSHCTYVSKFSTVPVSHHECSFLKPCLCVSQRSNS
Hck-Nef inh: blocks Nef-activated human Hck kinase; P08631; Recombinant Hck-YEEI plus Nef, Z-Lyte FRET kinase assay; inhibition, % at 20 µM; actives 0.68% (n = 220,000); AID 463187;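 active = Hck-Nef kinase inhibition above about 50%, limit read from the data; inactive = inhibition below that limit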;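 note: 0% = DMSO with Hck plus Nef and 100% = Hck alone without Nef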
p47phox inh: blocks human p47phox regulatory protein of NADPH oxidases | P14598 | p47phox/p22phox peptide binding, fluorescence polarization, 2 h | inhibition, % at 24.7 µM | actives 0.53% (n = 220,000);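 active = inhibition above about 30%, limit read from the data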;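 note: 0% = p47phox with labelled peptide and 100% = labelled peptide alone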
Tb hexokinase: blocks Trypanosoma brucei hexokinase 1 activity | inhibition, % at 10 µM | recombinant TbHK1, G6PDH-coupled NADH A340 | actives 0.11% (n = 220,000) | AID 1430;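 active = inhibition of 50% or more in the single-dose primary screen; inactive = inhibition below 50%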
Runt-CBFb FRET: Runt domain-CBFb interaction inhibition; Q01196+Q13951; Cerulean-Runt/Venus-CBFb FRET ratio 530/480, 1 h; inhibition, % at 20 µM; actives 0.46% (n = 220,000);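 active = inhibition over about 50% at 20 µM in the single-dose screen, limit read from the data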;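 note: 0% = DMSO wells and 100% = excess unlabeled CBFb competitor control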
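Assay system: Cerulean-Runt domain fusion protein, energy donor; Signal: fluorescence energy transfer, 422 nm excitation, 530/480 nm emission; Timing: 1 h compound exposure, room temperature; Control set: unlabeled CBFb; Medium: Tris buffer pH 7.5 with salts and BSA; Compound: single test concentration of 20 µM, 1% DMSO final; Probe or stimulus: Venus-CBFb 100 nM.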
Mdm2 ligase inh: inhibitors of human Mdm2 E3 ubiquitin ligase; Q00987; cell-based MDM2 ubiquitination luciferase reporter, 2 h; 0 = plate control, 100 = twice control, blank-subtracted; signal enhancement, % at 5 µM; actives 0.11% (n = 210,000); AID 1230;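 active = signal enhancement of 30% or more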;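 note: luminescence tracks abundance of the self-degrading MDM2-luciferase fusion protein; higher signal means inhibition of MDM2 E3 ligase activity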
Target sequence (Q00987 whole entry, looked up, the tested form may be a part): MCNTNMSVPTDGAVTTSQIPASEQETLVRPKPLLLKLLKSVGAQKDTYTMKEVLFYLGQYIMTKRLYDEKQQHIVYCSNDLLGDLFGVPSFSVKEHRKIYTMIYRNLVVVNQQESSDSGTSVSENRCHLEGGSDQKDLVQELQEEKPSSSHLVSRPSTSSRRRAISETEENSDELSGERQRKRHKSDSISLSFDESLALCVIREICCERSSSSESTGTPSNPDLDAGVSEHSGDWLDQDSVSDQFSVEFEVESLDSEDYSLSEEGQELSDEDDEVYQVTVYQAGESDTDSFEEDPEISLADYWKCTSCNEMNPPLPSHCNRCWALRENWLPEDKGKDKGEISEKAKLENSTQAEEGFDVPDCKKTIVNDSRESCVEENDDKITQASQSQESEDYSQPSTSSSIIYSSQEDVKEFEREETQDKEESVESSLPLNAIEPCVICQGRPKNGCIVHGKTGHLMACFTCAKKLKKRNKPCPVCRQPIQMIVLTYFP
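Test system: mammalian cells stably expressing self-ubiquitinating, self-degrading MDM2 E3–luciferase fusion; Amount: 2000 cells in each well; Medium: DMEM; Schedule: 4 h settle plus 2 h compound, 37 °C; Technique: SteadyLite luciferase luminescence after 15 min room-temperature reagent incubation; Benchmarks: plate control and blank wells.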
Starred values were filed as active, the others as inactive; . = not tested or not shown; [ ] = remark or other dose.

SMILES	14-3-3 Bad inh	Runt-SMMHC FRET	L929 necroptosis	EBV gp42 inh	Hck-Nef inh	p47phox inh	Tb hexokinase	Runt-CBFb FRET	Mdm2 ligase inh
CC(Oc1ccccc1)C(=O)Nc1ccc(S(=O)(=O)N2CCOCC2)cc1 (stereo not given)	6	0	0.6	3	3	-7	-3	-2	-14
Cc1nn(-c2ccc(C(=O)O)cc2)c(C)c1Oc1ccccc1O	-3	0	-0.5	1	2	-11	-9	1	-11
Cc1ccc2cc(CN(CCN3CCCC3)C(=O)Nc3ccc(F)cc3)c(=O)[nH]c2c1C	-6	0	0.2	-10	1	-20	-9	0	-1
Cc1ccccc1OCc1nc2ccccc2c(=O)n1/N=C/c1cn[nH]c1-c1ccc(Br)cc1	7	2	1.1	-1	-1	-10	-2	-1	-12
Cc1cc(C(=O)N/N=C/C=C/c2cccc([N+](=O)[O-])c2)n[nH]1	-8	4	87*	0	27	4	-34	-2	-7
S=C(NC1CCCCC1)N1CCOCCOCCN(C(=S)NC2CCCCC2)CCOCCOCC1	1	-3	-0.4	2	23	-10	-15	-5	.
Cc1ccc(S(=O)(=O)CCC(=O)O)cc1C	1[fluorescence artefact?]	1	-0.3	-18	9	-8	-7	0	-3
Cn1c(N)c(C(=O)COC(=O)CCc2nc3ccccc3s2)c(=O)n(C)c1=O	-1	4	0.4	4	1	-1	-4	1	-1
CC1=CN2C(=N)/C(=C/c3ccco3)C(=O)N=C2S1	-4[fluorescence artefact?]	3	5.2	-18	8	-21	-34	-2	-21
CC(C)(C)[C@]1(O)CCN2C[C@H]3c4ccccc4CCc4cccc(c43)[C@@H]2C1	6	3	0.5	-4	-3	-6	1	2	.
O=C(NN1CCOCC1)c1cc(S(=O)(=O)Nc2cccc(C(F)(F)F)c2)ccc1Cl	0	0	2.2	6	1	-2	-1	-1	-16
COC(=O)N/N=C/c1cn(Cc2ccc(Cl)cc2Cl)c2ccccc12	-1	1	0.3	8	0	0	-5	0	-7
O=C(N/N=C/c1ccc(OC(F)F)cc1OC(F)F)c1cccc(S(=O)(=O)N2CCOCC2)c1	-2	-3	2.9	-10	2	-7	-8	-7	-1
COc1cccc(N2CCN(CC(=O)NC(=O)NCc3ccco3)CC2)c1	1	-15	1.7	4	41	-13	-2	-4	-9
CCOC(=O)N1CCN(C(=O)CSc2nnc(-c3cc(OC)ccc3OC)o2)CC1	7	-1	15	-12	-3	3	-10	2	-10
COC(=O)Cn1c2ccc(OC)cc2c2nc(C)sc21	-14	-3	0.9	-12	7	-6	-9	2	-13
CCSc1nnc(NS(=O)(=O)c2ccc(C)cc2)s1	-10	-3	-0.4	-5	3	-10	4	-1	-7
CCOC(=O)C1=C(C)NC2=C(C1c1ccc([N+](=O)[O-])cc1)S(=O)(=O)c1ccccc12 (stereo not given)	9	6	-0.1	4	18	-21	-3	16	-8
O=C(CSc1nnc(COc2ccccc2)n1Cc1ccco1)c1ccc(F)cc1	10	0	-0.3	1	-1	-5	14	2	2
COCC(=O)NCc1ccc2c(c1)cc(C)n2C	1	-26	.	15	0	-4	-7	-5	-2
CC(C)CNC(=O)COC(=O)c1ccccc1OCC(=O)Nc1ccc(Br)cc1	-6[fluorescence artefact?]	4	0.1	-2	3	0	-2	0	-1
O=C(c1ccc(Br)o1)N(Cc1ccccc1)Cc1ccccc1	13	1	1.2	1	-4	7	7	-3	.
c1ccc(C2=Nn3c(nnc3-c3cc(-c4ccccc4)n[nH]3)SC2)cc1	-1	3	0.9	16	4	-4	32	-2	-3
Cc1ccc(OC(C)C(=O)O)cc1C (stereo not given)	3	0	0.8	-6	14	-16	4	0	.
COc1cccc(C(=O)Nc2cc(S(=O)(=O)N3CCCCC3)ccc2OC)c1	-4	3	0.8	-3	31	-10	-3	-2	-12
O=C(NCCN1CCOCC1)c1ccncc1	-8[fluorescence artefact?]	2	0.2	-5	1	-3	-2	1	-16
Cn1c(Sc2ccc([N+](=O)[O-])cc2C(F)(F)F)nnc1-c1ccccc1	3	3	-0.6	-2	1	-6	-7	-1	6
O=C(CCCc1cccs1)Nc1nc(-c2ccc(F)cc2)cs1	23[fluorescence artefact?]	-3	0.2	-11	-2	2	31	0	-21
Cn1c(Cl)c(C(=O)Nc2ccc(Cl)cc2)c2ccccc21	-2	1	1.1	-7	1	-9	-7	0	-3
Cc1nc2ccccc2c2oc(C(=O)Nc3ccc(C(C)C)cc3)cc12	-14	-6	5.3	-12	22	-9	-8	-5	-20
Cc1nc2c(sc3nc4c(cc32)COC(C)(C)C4)c(=O)n1Cc1ccccc1	-6[fluorescence artefact?]	-1	0.4	-6	-1	5	-13	-16	-12
Cc1cc(C)c(C(N)=O)c(Nc2cccc(Cl)c2)n1	3	3	-0.6	-11	-7	6	0	-1	2
Cc1ccc(C)n1-c1ccc(C(=O)N2CCC(C(N)=O)CC2)cc1	-5	1	-1.8	-5	-19	-1	7	0	-9
O=C(COc1ccc(/C=N/NC(=O)c2cc3ccccc3o2)cc1Cl)Nc1ccccc1	79*	0	0.5	-16	86*	20	-22	-1	-38
COc1ccc(S(N)(=O)=O)cc1C(=O)NCC1(N2CCCCC2)CCCCC1	10	-1	0.1	-6	2	-20	-3	-2	5
Cc1ccc2cc3cc(C(=O)NCCCN4CCCCCC4)oc3nc2c1	-8[fluorescence artefact?]	0	0.3	-15	4	-1	-36	0	-10
O=c1[nH]nc(N/N=C/c2ccc(Cl)cc2Cl)c(=O)[nH]1	-9	-1	0.6	-1	6	-19	-46	2	-13
CC1(C)CC(=O)C(C(C2=C(O)CC(C)(C)CC2=O)c2ccc(O)c([N+](=O)[O-])c2)=C(O)C1	-4	.	0.9	-18	41	-2	-4	.	4
CC(=O)c1ccc(N2C(=O)[C@@H]3C(C(=O)CCN4C(=O)c5ccccc5C4=O)=NN[C@@H]3C2=O)cc1	-11[fluorescence artefact?]	-2	-0.2	-14	3	-16	11	12	-9
CC(C)C(c1nnnn1C1CCCC1)N1CCCCC1 (stereo not given)	41[fluorescence artefact?]	-5	-0.9	8	2	-5	-4	1	-11
COc1ccc(-c2nnc(SCc3cccnc3)o2)cc1	-7	0	-0.4	-15	13	-14	-6	-2	1
O=C(NC1CCCC1)c1cnn2c(C(F)(F)F)cc(-c3ccco3)nc12	8	-12	0.0	-7	3	-7	-14	-8	1
O=C(CCN1C(=O)/C(=C/c2ccccc2Cl)SC1=S)NC1=NCCS1	9	2	1.3	-19	14	-9	-7	0	3
Clc1ccc2c(N/N=C/c3cccc(Br)c3)ccnc2c1	22[fluorescence artefact?]	1	3.7	-26	8	1	-13	-2	-7
O=c1c2ccccc2c(-c2ccc(O)cc2)nn1-c1cccc(C(F)(F)F)c1	-13	0	35	14	0	-12	-15	0	-4
C/C(=N\NC(=O)C(N)=O)c1cccc([N+](=O)[O-])c1	62	-2	2.0	-12	1	-5	1	1	5
COc1ccccc1NC(=O)Cn1nc(-c2ccc3c(c2)OCCO3)ccc1=O	-4	-1	19	-13	17	-1	-1	-2	5
N=c1c2c(ncn1Cc1ccco1)Oc1c(ccc3ccccc13)C2c1ccccc1 (stereo not given)	-12	0	3.3	-7	3	-9	2	1	4
Cc1ccc(F)c(NC(=O)/C(C#N)=C(\O)c2ccc(C(C)(C)C)cc2)c1	1	-2	4.9	-7	21	-7	-5	-2	0
Cc1nc(NCCc2ccc(F)cc2)c(C#N)c(C)c1[N+](=O)[O-]	-2	1	13	7	0	-3	-4	3	-11
COCCn1c(CN2CCc3ccccc3C2)nc2c1c(=O)n(C)c(=O)n2C	-2	-4	0.7	-4	6	-11	-3	-1	-14
Cc1cccn2c(=O)c(/C=C(\C#N)S(=O)(=O)c3ccccc3)c(N3CCC(C(N)=O)CC3)nc12	-17	-14	0.5	-14	0	-30	-24	-7	.
CC(C)(C)OC(=O)NCCC(=O)Oc1ccc2ccc(=O)oc2c1	2	68*	0.1	-4	73*	-1	-9	43	-10
Cc1nc(SCC(=O)Nc2cccc(Cl)c2)n[nH]1	-5	-2	0.0	2	2	-7	28	1	0
Cc1ccc[n+](-c2nc([O-])sc2C=O)c1	17	-45	3.0	142*	21	-13	-13	-12	-11
CCN(CC)C(=O)Oc1nnc(SC(C)C)n1-c1ccc(Cl)c(Cl)c1	2	-3	-0.5	-6	16	-3	7	-5	-7
O=C(Nc1ccccc1F)C1CC1c1ccccc1 (stereo not given)	-14	2	0.6	-2	0	-6	29	-2	-6
Cn1cc(CN2CCc3c([nH]c4ccccc34)C2C(C)(C)C)cn1 (stereo not given)	-10	-7	-1.1	-10	5	-7	-4	-4	2
O=C(Nc1cccc2ncccc12)C(Cl)(Cl)Cl	-1	4	0.9	-13	0	0	-5	-1	3
CCOC(=O)N1CCN(C(=S)Nc2cccc(C)c2C)CC1	-3	-1	0.8	-11	1	6	-4	1	5
More results
SMILES	14-3-3 Bad inh	Runt-SMMHC FRET	L929 necroptosis	EBV gp42 inh	Hck-Nef inh	p47phox inh	Tb hexokinase	Runt-CBFb FRET	Mdm2 ligase inh
Cc1ccccc1Nc1n[nH]c(C)c1[N+](=O)[O-]	2	-4	0.5	-9	2	-6	10	1	4
O=C(Nc1ccc([N+](=O)[O-])cc1)c1nc[nH]c1C(=O)NC1CCCCC1	-1	-144	2.1	-15	4	4	0	-71	-13
CC1CC=C2C(C#N)=C(N)C(C#N)(C#N)C(c3cccs3)C2C1 (stereo not given)	-13	-65	-0.6	52*	7	-22	-9	-15	-18
O=C(CN1CCOCC1)Nc1c(C(=O)C2CC2)oc2ccccc12	-4	-1	28	-9	21	1	-17	-2	-3
CCOC(=O)c1ccc(S(=O)(=O)n2c(CN3CCCCC3)nc3ccccc32)cc1	2	2	0.6	1	1	-27	-2	-4	2
CC(=O)N(NC(N)=O)C(C)CC(=O)C1C(C)C=CCC1(C)C (stereo not given)	9	-1	0.5	-8	1	-3	-2	0	-3
Cc1cc(C)c(OCC(O)CNC(C)(C)C)c(C)c1 (stereo not given)	-5	3	0.5	-5	-29	-2	-4	1	-28
CC1CC(C)CN(C(=O)CSC2=Nc3ccccc3C3=NC(Cc4c[nH]c5ccccc45)C(=O)N23)C1 (stereo not given)	-10	-1	-0.1	-13	8	-16	-9	0	-15
COc1cc(NC(=O)c2c(F)cccc2F)c(Cl)cc1Cl	-7	-3	-0.1	3	0	-5	5	0	-6

A section taken from the entries so far, as a working copy:
SMILES	14-3-3 Bad inh	Runt-SMMHC FRET	L929 necroptosis	EBV gp42 inh	Hck-Nef inh	p47phox inh	Tb hexokinase	Runt-CBFb FRET	Mdm2 ligase inh
Cc1ccccc1Nc1n[nH]c(C)c1[N+](=O)[O-]	2	-4	0.5	-9	2	-6	10	1	4
O=C(Nc1ccc([N+](=O)[O-])cc1)c1nc[nH]c1C(=O)NC1CCCCC1	-1	-144	2.1	-15	4	4	0	-71	-13
CC1CC=C2C(C#N)=C(N)C(C#N)(C#N)C(c3cccs3)C2C1 (stereo not given)	-13	-65	-0.6	52*	7	-22	-9	-15	-18
O=C(CN1CCOCC1)Nc1c(C(=O)C2CC2)oc2ccccc12	-4	-1	28	-9	21	1	-17	-2	-3

Screens from PubChem.

Compounds were not picked by outcome; 3.2% or so of the library scored in one or more.
